ERK AVP block = vasopressin-driven ERK pathway inhibition; 72,000 compounds, 0.99% hits; AID 995; Potency, µM (doses to about 57.5 µM), inactives show top-dose activity, negative = inhibition, usual class: inhibitors; HEK293-V1b, vasopressin-stimulated pERK AlphaScreen; note: potency is the fitted concentration of half-maximal effect; % is set by controls: 0 for no effect and ±100 for the full control effect; nearly all actives have a fitted effect of over 55% in size
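HEK293 cells stably expressing V1b receptor, preincubated 30 min at 37 °C with compound, then stimulated 5 min with 25 nM vasopressin. Phospho-ERK by AlphaScreen SureFire after 5 h RT; normalized to DMSO and vasopressin; AC50 by Hill fit.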
Luciferase inh = inhibitors of firefly luciferase | P08659 | Potency, µM (highest dose often 57.1 µM), for inactives: top-dose activity change, negative = inhibition, hits mostly inhibitors | 72,000 compounds, 2.2% hits | AID 411 | purified firefly luciferase, luminescence, 8 min; note: potency is the fitted concentration of half-maximal effect; % is set by controls: 0 for no effect and ±100 for the full control effect; nearly all actives have a fitted effect of over 40% in size
Target sequence (P08659 whole entry, looked up): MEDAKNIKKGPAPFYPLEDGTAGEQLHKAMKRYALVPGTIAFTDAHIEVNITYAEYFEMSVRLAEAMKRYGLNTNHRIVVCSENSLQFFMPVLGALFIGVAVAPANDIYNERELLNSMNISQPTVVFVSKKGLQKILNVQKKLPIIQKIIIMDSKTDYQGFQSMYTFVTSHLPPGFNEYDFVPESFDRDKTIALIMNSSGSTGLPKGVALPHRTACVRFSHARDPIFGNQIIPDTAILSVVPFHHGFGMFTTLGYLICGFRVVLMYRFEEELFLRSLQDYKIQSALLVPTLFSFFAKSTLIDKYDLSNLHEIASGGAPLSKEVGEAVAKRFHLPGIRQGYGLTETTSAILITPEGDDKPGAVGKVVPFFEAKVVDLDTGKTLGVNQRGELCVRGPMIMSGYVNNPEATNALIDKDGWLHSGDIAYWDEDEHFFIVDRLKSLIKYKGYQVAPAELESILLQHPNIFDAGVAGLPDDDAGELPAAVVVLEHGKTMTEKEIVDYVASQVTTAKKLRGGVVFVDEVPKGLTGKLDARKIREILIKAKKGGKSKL
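Firefly luciferase (PKLight detection mix) with 10 uM ATP in pH 7.2 imidazole buffer (KCl, MgCl2, Tween 20, BSA). Compounds tested across a concentration series (qHTS). Luminescence read after 8 min at ambient temperature.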
4-MU autofl = 4-MU region autofluorescence. compound autofluorescence, 340/450 nm, 4-MU equivalents; stronger effect = higher value. max dye-equivalent concentration, M. 59,000 compounds, 11% hits. AID 589; in the data active = max dye-equivalent concentration above about 10 nM; inconclusive = mostly about 1.1 nM to 9.6 nM
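Intrinsic fluorescence at 340/450 nm (ex/em) was read after 15 min at room temperature in pH 8.0, 100 mM Tris. Each compound concentration expressed as 4-MU-equivalent concentration from a six-point 4-MU standard series on each plate.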
CRE Fsk mod = alters forskolin-stimulated CRE reporter signaling in CHO cells. CHO CRE-bla reporter (cAMP response element driving beta-lactamase), forskolin EC10, beta-lactamase ratio. Potency, µM (titrated, usually from 38.2 µM), inactives show at the highest dose activity change, negative = inhibition, hits mostly activators. 71,000 compounds, 2.5% hits; active = well fitted activation curve with a large enough effect in the signal ratio, with a control signal flat, not every such curve was filed as active; inconclusive = small, poorly fitted or top-dose-only effect, or effect the other way, or a change in a side signal; the % refers to the signal ratio; note: potency is the fitted concentration of half-maximal effect; % of control where 0% means no effect
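Modulation of forskolin-driven signalling is measured in CHO cells carrying a CRE-controlled beta-lactamase reporter. Cells are stimulated with EC10 NKH 477 in the presence of titrated compound for 3 h at 37 °C, then loaded with CCF4 for 2 h at room temperature.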
HBB splice mod = hemoglobin beta splicing modulation | AID 925 | HBB splicing reporter cell assay, activation; EGFP reporter with mutant IVS2-654 intron; response scale: normalised to 500 nM splice-correcting PNA | 65,000 compounds, 0.06% hits | Potency, µM (titrated, usually from 46.1 µM), for the others: at the highest dose activation, hits mostly activators; note: potency is the fitted concentration of half-maximal effect; 0% is about no effect
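Compounds were applied for 2 days to HeLa EGFP-654 cells, 500/well in Optimem with 2% FCS. The reporter's EGFP is disrupted by mis-splicing of beta-globin intron IVS2-654. Readout: summed well GFP fluorescence from 488 nm laser scanning; reference was 500 nM antisense […] 654 PNA.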
GFP derepression = epigenetic modulators derepressing GFP locus in mouse cells | mouse C127i GFP locus derepression, cytometry, 30 h | Potency, µM (series often up to 46.1 µM), inactives show top-dose GFP derepression (activation) | 68,000 compounds, 0.09% hits | AID 597; note: % of control where 0% means no effect
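Derepression screen: silenced CMV-GFP reporter in murine C127i cells, 30 h compound incubation at 37 C, washed cells imaged by laser-scanning cytometer to enumerate GFP-expressing objects of 20 to 120 um.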
Fluorescein fluor = compound fluoresces in the fluorescein spectral region | Compound autofluorescence, 480/540 nm, fluorescein-equivalent; stronger effect = higher value | max fluorescein-equivalent concentration, M | 59,000 compounds, 0.91% hits | AID 593; in the data active = max fluorescein-equivalent concentration above about 10 nM; inconclusive = between about 1.1 nM and that limit
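Compounds (23 nL) in 100 mM Tris pH 8.0, 15 min at room temperature, then fluorescence read at 480 nm excitation/540 nm emission. Signal converted to fluorescein-equivalent concentration from an on-plate fluorescein standard curve.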
A350 fluor = compound fluoresces in the Alexa 350 spectral region. Compound autofluorescence, 340/450 nm, Alexa 350 dye-equivalents; stronger effect = higher value. max dye-equivalent concentration, M. 59,000 compounds, 11% hits. AID 590; in the data active = max dye-equivalent concentration above about 10 nM; inconclusive = mostly about 1.1 nM to 9.6 nM
Hsp90 Hop PPI = changes Hsp90-Hop TPR2A binding signal, up or down | AlphaScreen TPR2A-His6 binding biotin-Hsp90 C-terminal peptide | Potency, µM (top dose mostly 57 µM), for inactives: at the highest dose activity change, negative = inhibition | 71,000 compounds, 0.44% hits; active = well fitted curve in either direction with a large enough effect; inconclusive = small, poorly fitted or top-dose-only effect, or another doubt; note: potency is the fitted concentration of half-maximal effect; % is set by controls: 0 for no effect and ±100 for the full control effect; many of its hits are not listed in these tables
Texas Red fluor = compounds fluorescent in Texas Red spectral region; Compound fluorescence, Texas Red channel, 547/618 nm; stronger effect = higher value; max dye-equivalent concentration, M; 59,000 compounds, 0.06% hits; AID 587; in the data active = max dye-equivalent concentration above about 10 nM; inconclusive = between about 1.1 nM and that limit
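qHTS profiling of intrinsic compound fluorescence; 100 mM Tris pH 8.0; 15 min RT; ex 547 / em 618 nm; response expressed as Texas Red dye-equivalent concentration from six-point plate standard.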
Ub-GFP proteasome = ubiquitin-GFP accumulation via proteasome inhibition; AID 526; Ubiquitin-GFP reporter cells, proteasome inhibition, GFP fluorescence; response scale: untreated = 0%, 10 µM MG-132 = 100%; 67,000 tested, under 10 active; Potency, µM (titrated, usually from 45.9 µM), inactives show top-dose activation (GFP accumulation), hits mostly activators; active = well fitted activation curve with a large enough effect, not every such curve was filed as active; inconclusive = small, poorly fitted or top-dose-only effect, or another doubt; inactive = no such curve, though single readings can be large or run the other way; note: potency is the fitted concentration of half-maximal effect
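GFP accumulation read-out: laser plate cytometry counting ubiquitin(G76V)-GFP-expressing U2OS cells after 4 hr compound exposure at 37 °C. Titrations spanned 46 uM to 2.9 nM; 0% = basal, 100% = 10 uM MG-132; concentration-response curves fitted.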
* = called active by the depositor; i = inactive; ? = inconclusive; . = not tested or not shown; [ ] = remark or other dose. Unless noted, calls come from the whole dose curve; as a rule, active = well fitted curve in the direction sought with a large enough effect; inconclusive = small, poorly fitted or top-dose-only effect, or another doubt; inactive = no such curve, though single readings can be large; an effect the other way counts as inactive or inconclusive. An excerpt; rates above refer to the full screens.

SMILES | ERK AVP block | Luciferase inh | 4-MU autofl | CRE Fsk mod | HBB splice mod | GFP derepression | Fluorescein fluor | A350 fluor | Hsp90 Hop PPI | Texas Red fluor | Ub-GFP proteasome
Cc1nn(C)c(C)c1S(=O)(=O)NC1CCCc2ccccc21 (stereo unspecified) | -5% | 2% | i | -3% | -0.8% | 4% | i | i | -8% | i | -1%
Cc1ccc2c(c1)C1CCCC3C1N2CC(=O)N3Cc1ccccc1 (stereo unspecified) | -17% | 2% | . | -3% | -1.0%[9.22 µM] | 2% | . | . | -1% | . | 10%
S=C(Nc1ccc2c(c1)Cc1ccccc1-2)Nc1ccc2c(c1)Cc1ccccc1-2 | -2%[11.5 µM] | 1%[11.4 µM] | i | 11%[7.6 µM] | 0.2%[9.22 µM] | -3%[9.22 µM] | i | i | -6%[11 µM] | i | -5%[9.17 µM]
O=C(Nc1cccnc1)c1ccc(CN2CCc3ccccc3C2)cc1 | -20% | -2% | . | -10% | -0.5%[9.22 µM] | 0% | . | . | -3% | . | -12%
O=C(Nc1cccc(-c2cn3cccnc3n2)c1)c1ccco1 | 12% | -16% | 1.7e-06M* | ? | 3.3% | -2% | i | 1.7e-06M* | 0% | i | 7%
CCOC(=O)c1c(C)c(C(=O)Nc2cc(OC)ccc2OC)c(C)n1CC | ? | -2% | i | ? | -1.3% | 2% | i | i | -11% | i | 13%
COc1ccc(-n2c(=O)c3c4c(sc3n(CC(=O)NCc3ccco3)c2=O)CCC4)c(OC)c1 | 14% | -1% | i | ? | -1.2% | 3% | i | i | -4% | i | -8%
COc1ccc(-n2nc3ccc(NS(C)(=O)=O)cc3n2)cc1Cl | 0% | -19% | 7.2e-08M* | 4% | 1.2% | -3% | i | 6.5e-08M* | -2% | i | 0%
Cc1nc2ccc(S(=O)(=O)NC(C(=O)N3CCCC3)C(C)C)cc2s1 (stereo unspecified) | 1% | 4% | . | -1% | -0.3% | . | . | . | -5%[2.3 µM] | . | -9%
COc1ccc(NC(=O)CC2Oc3ccccc3NC2=O)cc1 (stereo unspecified) | -1% | 1% | . | -4% | 0.1% | . | . | . | -3%[2.3 µM] | . | -4%
COc1cccc(Cn2c(=O)c(-c3cc(F)cc(F)c3)nc3cnc(N4CCOCC4)nc32)c1 | 9% | 0%[11.4 µM] | i | ? | 0.9% | 0%[9.22 µM] | i | ? | -5% | i | 1%
Cc1ccc2nc(NC(=O)c3ccc(Cn4cc(Cl)cn4)o3)sc2c1 | ? | -1% | 3.1e-08M* | -2% | -0.4%[57.5 µM] | -2% | i | 3.1e-08M* | 1% | i | 1%
CCOc1cccc(-c2nnc3sc(COc4ccc(Cl)cc4)nn23)c1 | -4% | 2% | i | -10% | 4.1%[0.369 µM] | 9% | i | i | -3% | i | -3%
Nc1nc2[nH]c(=O)cnc2c(=O)[nH]1 | 6% | 4% | 2.3e-07M* | -2% | 1.8% | -1% | i | 2.2e-07M* | -15% | i | 1%
COc1ccc(NC(=O)c2ccco2)c(OC)c1 | -3% | -7% | i | -3% | 2.3%[57.5 µM] | 4% | i | i | 1% | i | -7%
CN(C)S(=O)(=O)c1ccc(Oc2ccccc2)cc1 | -7% | 0% | i | -6% | -0.8% | -3% | i | i | 5% | i | -2%
Cc1ccc(F)cc1NC(=O)Cc1nn(C)c(=O)c2ccccc12 | -16% | 3% | i | 6% | -0.6% | 0% | i | i | -1% | i | 5%
Cc1cccc(NC(=O)Nc2cccc(C)n2)n1 | 24% | 1% | i | 23% | -0.1%[57.5 µM] | 0% | i | i | -6% | i | 4%
CC1(C)Cc2nc3oc4c(=S)nc[nH]c4c3cc2CO1 | -2% | -16% | i | 26% | 0.8%[57.5 µM] | -7% | ? | i | -11% | ? | 2%
Cc1nc2cc(-c3cccc(F)c3)nn2c(N2CCOCC2)c1C | -11% | -5% | i | 2% | . | -3% | i | i | -1% | i | -2%
C=CCN(CC(=O)NCc1ccc(OC)cc1)C(=O)c1csnn1 | 12% | 0% | i | -24% | -0.1% | 3% | ? | i | -2% | ? | -3%
CCN1CCN(C(=O)c2cc3c(=O)oc4ccc(C)cc4c3s2)CC1 | 11% | -1% | . | 2.5µM* | -1.4% | . | . | . | -5%[2.3 µM] | . | -6%
COc1ccc(S(=O)(=O)N(C)c2ccc(C(=O)N3CCOCC3)cc2)cc1 | -28% | -1% | i | -2% | 1.4% | -3% | i | i | -1% | i | 5%
Cn1c(SCc2ccccn2)nnc1-c1ccncc1 | 7% | -1% | i | 1% | -0.4%[57.5 µM] | 1% | i | i | -1% | i | -2%
CSc1cccc(NC(=O)CN(C)S(=O)(=O)c2ccc(C)cc2)c1 | 1% | 1% | . | 1% | 8.0% | 8% | . | . | -2% | . | -12%
Oc1[nH]c2ccccc2c1/C=N/c1nccs1 | -19% | 25µM* | i | ? | -1.9% | 0% | ? | i | -7% | i | -13%
Clc1cc(Br)ccc1OCCn1ccnc1 | ? | 1% | i | 17% | -0.9% | 3% | i | i | -4% | i | -1%
COc1ccc(C(=O)NCc2nnc(SCC(=O)Nc3cccc(C(F)(F)F)c3)o2)cc1OC | 49% | -3% | i | ? | -0.2% | -1% | i | i | ? | i | 14%
Cc1onc(-c2ccccc2Cl)c1C(=O)OCC(=O)N1CCCc2ccccc21 | 54%[activator] | 2% | i | 14% | -1.4% | 6% | ? | i | 20% | i | 1%
Cn1c(=O)n(CCc2ccccc2)c(=O)c2c1nc1n2CCCN1c1ccc(F)cc1 | -2% | 0% | i | 8% | 0.3%[57.5 µM] | -2% | i | ? | -2% | i | -1%
CN1CCN(C(c2ccc(F)cc2)c2nnnn2Cc2cccs2)CC1 (stereo unspecified) | -12% | -3% | i | -3% | -0.1%[57.5 µM] | 2% | i | i | 0% | i | 0%
CC1CCN(CCNC(=O)C2CCCN(S(=O)(=O)c3cccc4nonc34)C2)CC1 (stereo unspecified) | 17% | 3% | i | -6% | 0.0% | 0% | i | i | -6% | i | 7%
CC(C)N(O)C(=O)NC(C)(C)C | 14% | 5% | i | 10% | 1.9%[1.84 µM] | 0% | i | i | -4% | i | -4%
COc1ccc(-c2c(C#N)c(N)nc3c2CCCC3)cc1OC | ? | 1% | 5e-07M* | 20% | 0.4% | 5% | ? | 9.1e-07M* | 1% | i | -2%
O=C(C1CCCN(S(=O)(=O)c2cnc[nH]2)C1)N(CCc1ccccc1)Cc1ccccc1 (stereo unspecified) | 3% | 2% | . | -8% | 0.0% | 2% | . | . | ? | . | ?
Cc1cc(Cn2ccnc2)c(C)cc1Cn1ccnc1 | . | 0%[25.5 µM] | i | . | . | 16%[20.6 µM] | ? | i | . | i | .
O=C(CCCC(=O)OCC(F)(F)C(F)F)Nc1nccs1 | -9% | 0% | . | -2% | -1.3% | 0% | . | . | -3% | . | 0%
CN(Cc1cccc2ccccc12)Cc1cccc2ccccc12 | 3%[11.5 µM] | 2%[11.4 µM] | i | -5%[7.6 µM] | -0.8%[9.22 µM] | -6%[9.22 µM] | i | i | 10%[11 µM] | i | -1%[9.17 µM]
CC(C)CC(NC(=O)OC(C)(C)C)C(=O)NC(C(=O)N1CCCC1C(N)=O)C(C)C (stereo unspecified) | -30% | -1% | i | 0% | 0.2%[57.5 µM] | -2% | i | i | 1% | i | -6%
O=C1C2CC=C(Cl)CC2C(=O)N1CN(Cc1ccco1)CN1C(=O)C2CC=C(Cl)CC2C1=O (stereo unspecified) | -19% | -3% | . | ? | -3.3%[0.0738 µM] | 0% | . | . | -6%[11 µM] | . | ?
Cc1c(NC(=O)C2CCCNC2=O)c(=O)n(-c2ccccc2)n1C (stereo unspecified) | -5% | 2% | i | ? | -1.4%[57.5 µM] | 2% | i | i | 0% | i | 1%

3 compounds picked at random from the list so far, as already listed:
SMILES | ERK AVP block | Luciferase inh | 4-MU autofl | CRE Fsk mod | HBB splice mod | GFP derepression | Fluorescein fluor | A350 fluor | Hsp90 Hop PPI | Texas Red fluor | Ub-GFP proteasome
Cc1c(NC(=O)C2CCCNC2=O)c(=O)n(-c2ccccc2)n1C (stereo unspecified) | -5% | 2% | i | ? | -1.4%[57.5 µM] | 2% | i | i | 0% | i | 1%
CC1CCN(CCNC(=O)C2CCCN(S(=O)(=O)c3cccc4nonc34)C2)CC1 (stereo unspecified) | 17% | 3% | i | -6% | 0.0% | 0% | i | i | -6% | i | 7%
CN1CCN(C(c2ccc(F)cc2)c2nnnn2Cc2cccs2)CC1 (stereo unspecified) | -12% | -3% | i | -3% | -0.1%[57.5 µM] | 2% | i | i | 0% | i | 0%

Assay outcomes from PubChem BioAssay.
